Screening data: PubChem, several laboratories
NPY Y2 blocker: antagonists of human neuropeptide Y receptor Y2; hit rate 0.99% among 140,000; inhibition, % at 2.7 µM; AID 793; P49146; NPY-Y2 expressing cells, antagonist mode; in the data active = inhibition above about 17%;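 also: 0% = vehicle with agonist challenge and 100% = reference antagonist with challenge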
Target sequence (P49146 whole entry, looked up): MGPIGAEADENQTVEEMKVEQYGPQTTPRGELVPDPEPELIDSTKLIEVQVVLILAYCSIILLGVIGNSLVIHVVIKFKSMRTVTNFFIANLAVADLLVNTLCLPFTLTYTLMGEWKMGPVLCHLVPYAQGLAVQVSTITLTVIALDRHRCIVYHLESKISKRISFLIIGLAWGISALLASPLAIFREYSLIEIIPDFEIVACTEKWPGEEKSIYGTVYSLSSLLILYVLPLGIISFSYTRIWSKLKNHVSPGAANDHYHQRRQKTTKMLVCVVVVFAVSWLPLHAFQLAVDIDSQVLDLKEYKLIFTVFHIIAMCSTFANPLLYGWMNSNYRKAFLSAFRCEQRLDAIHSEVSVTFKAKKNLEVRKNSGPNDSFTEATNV
Phagocyt inh: inhibitors of macrophage phagocytosis; J774A.1 macrophage IgG-bead phagocytosis, imaging; inhibition, % at 5 µM; hit rate 0.07% among 110,000; AID 1029;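 active = inhibition above the mean of the plate negative controls plus 5 SD, cut at about 13% in these data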;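 also: phagocytic index as fraction of beads internalized from green versus red external bead signal; plate controls were DMSO negative control for no effect and cytochalasin-D positive control for full effect; some results beyond the cut were filed as inactive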
PTEN del growth: suppresses growth of cells with PTEN deletion; HCT116 PTEN-null viability, CellTiter-Glo, 60 h; stronger effect = lower value; viability, % at 10 µM; hit rate 1.2% among 140,000; AID 827;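 active = viability at or below a set limit, 4 SD under the median of all tested compounds, cut at about 3.7% in these data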;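 also: PTEN knockout HCT116 line with beta catenin targeted HCT116 as companion control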
BB579 growth dn: reduces growth of yeast BB579 in restrictive medium; hit rate 0.51% among 140,000; S. cerevisiae BB579 growth, OD615, 48 h; inhibition, % at 10 µM; AID 804;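 active = inhibition above a set limit, 3 SD over the mean compound inhibition, cut at about 44% in these data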; also: inactives centre near -24
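Test system: DeaD yeast strain BB579 / Buffer or medium: restrictive glucose-based CSMM-D medium / Doses: single 10 µM dose / Schedule: 4 h cell preincubation, 48 h compound exposure, 30 °C humidified / Technique: culture absorbance at 615 nm / Controls: amphotericin B positive control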
HCT116 bCat-KO: beta-catenin-lacking colon tumor cell growth suppression. HCT116 beta-catenin knockout viability, CellTiter-Glo, 60 h; stronger effect = lower value. viability, % at 10 µM. hit rate 1.5% among 140,000;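 active = viability at or under a set limit, the compound median less 4 SD, cut at about 6% in these data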;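 also: 0% = Hyamine 1622 control at 20 µM and 100% = untreated cell control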
Measles CPE: protection of cells from measles virus; AID 841; hit rate 1.5% among 140,000; protection (pct of control), % at 4 µM; Measles virus-infected cells, CPE protection, absorbance; in the data active = protection mostly above about 24%, no sharp cut-off; inactive = mostly below about 26%; also: some compounds called inactive have numbers as strong as hits
GALR2 blocker: GALR2 (human) receptor antagonism | AID 828 | hit rate 0.39% among 140,000 | GALR2-expressing cells, antagonist mode | inhibition, % at 4 µM; in the data active = inhibition above about 27%;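 also: cells stimulated with galanin 1-16 at roughly its EC80; 0% = agonist challenge control and 100% = basal control without agonist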
Target sequence (O43603 whole entry, looked up): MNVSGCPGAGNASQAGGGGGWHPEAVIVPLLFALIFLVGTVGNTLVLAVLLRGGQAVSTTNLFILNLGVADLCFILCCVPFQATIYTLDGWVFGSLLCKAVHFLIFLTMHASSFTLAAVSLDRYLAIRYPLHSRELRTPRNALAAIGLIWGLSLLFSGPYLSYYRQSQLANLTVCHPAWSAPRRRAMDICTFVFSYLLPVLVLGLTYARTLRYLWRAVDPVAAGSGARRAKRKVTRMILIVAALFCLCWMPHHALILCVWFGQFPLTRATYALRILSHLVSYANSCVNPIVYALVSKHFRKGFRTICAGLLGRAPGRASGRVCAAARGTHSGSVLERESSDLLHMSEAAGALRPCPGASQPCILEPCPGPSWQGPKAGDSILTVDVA
E-sel TNF inh: TNF alpha driven E-selectin expression inhibition; HUVEC TNFa-induced E-selectin immunofluorescence, high content; inhibition, % at 2 µM; hit rate 0.71% among 120,000; AID 1246;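 active = inhibition above the batch mean plus 3 SD, and confirmed as a hit on visual image review, cut at about 43% in these data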;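 also: 0% = TNF-stimulated DMSO wells and 100% = unstimulated control wells; not every result past the cut was called active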
MRP1 act: activators of MRP-1. AID 799. viability increase, % at 10 µM. H69AR cells + doxorubicin, viability rescue, CellTiter-Glo. hit rate 0.61% among 140,000;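 active = viability gain under doxorubicin at or above a set limit, the compound median plus 3 SD, cut at about 4.7% in these data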;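 also: MRP-1 overexpressing cells given doxorubicin 25 µM after compound pretreatment; 18-22 h compound pretreatment then 72 h with doxorubicin before readout; 0% = doxorubicin-only wells and 100% = vehicle-treated cells without doxorubicin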
Yeast lifespan up: yeast lifespan extension. S. cerevisiae growth with nicotinamide, OD615; deaD strain in restrictive glucose medium. inhibition of the nicotinamide effect, % at 10 µM. hit rate 0.68% among 130,000. AID 775;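 active = inhibition above a set limit, placed 3 SD over the median of all compounds, cut at about 26% in these data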;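 also: 0% = nicotinamide-treated wells and 100% = cells grown without nicotinamide; some compounds called inactive have numbers as strong as hits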
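Assay system: engineered S. cerevisiae DeaD replicative-lifespan strain, galactose-grown log-phase cells; Buffer or medium: CSMM-D glucose medium, restrictive; Probe or stimulus: nicotinamide 1.5 mM; Compound: single dose 10 µM compound, 0.25% DMSO; Schedule: 4 h preincubation then 48 h treatment at 30 °C; Technique: OD615 measurement.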
Active calls of the source: *; / = not tested or not shown.

SMILES	NPY Y2 blocker	Phagocyt inh	PTEN del growth	BB579 growth dn	HCT116 bCat-KO	Measles CPE	GALR2 blocker	E-sel TNF inh	MRP1 act	Yeast lifespan up
Cn1cnc(C(F)(F)F)c1-c1ccc([N+](=O)[O-])cc1	1.8	-12.1	98.6	-3.0	90.9	14.3	10.0	/	-1.7	-1.9
Cc1nc2cc3nc(C(F)(F)F)[nH]c3cc2[nH]1	14.5	-6.2	108.0	-6.3	84.8	11.2	13.7	/	1.9	7.3
Cc1ccnc(NC(=O)/C=C/c2cccs2)c1	2.3	2.6	107.0	9.4	96.4	10.3	3.6	-5.7	-3.5	-11.6
CCC(C)NC(=O)CSc1ncccc1C(=O)O (configuration not stated)	-1.8	-1.9	100.5	-11.7	106.1	2.9	-13.3	/	-0.1	7.3
COCc1nnc(NC(=O)CC(C)c2ccccc2)s1 (configuration not stated)	4.2	-0.6	96.8	-10.8	94.6	10.2	-1.0	-21.3	-1.8	-9.5
CC(C)N(C(=O)C1CC(=O)OC12CCCCC2)C(C)C (configuration not stated)	6.4	-0.8	87.0	-15.1	89.5	5.6	0.7	6.2	0.1	-4.1
Cc1ccc(C)c(OCCCC(=O)O)c1	5.4	1.6	96.4	-0.1	89.8	13.8	-4.7	14.0	-1.2	-15.6
COc1ccc2cc(CCNC(=O)C(C)C)c(=O)[nH]c2c1	2.8	-0.3	109.7	-41.5	104.3	5.0	0.9	96.1*	-0.9	-9.1
CN(C(=O)/C(N=Nc1cccc(C(F)(F)F)c1)=C(\O)C(F)(F)F)c1ccccc1	4.1	-0.4	77.9	-49.0	81.7	6.0	14.0	-15.5	-1.2	15.1
CC(=O)N1CCN(C(=S)c2cccc([N+](=O)[O-])c2)CC1	-1.2	-1.3	93.1	-0.8	93.8	2.6	1.1	/	-0.3	-0.7
COc1c2c(nc3occc13)C(CC=C(C)C)(OC)C(O)CC2 (configuration not stated)	1.8	/	89.1	-27.6	88.7	32.5	8.4	3.8	-0.2	/
Cc1cc2cc(C#N)c(NCCNC(=S)NCCCN3CCOCC3)nc2cc1C	2.7	/	65.4	-8.2	67.8	4.2	9.2	/	-3.7	2.1
Cc1nn(C(=O)c2ccco2)c(C)c1CN1C(=O)c2ccccc2C1=O	6.4	0.7	100.0	-13.2	106.0	3.0	-8.7	3.0	-0.6	-10.0
Cc1ccc(C(=O)CCNc2ccc(F)c(Cl)c2)o1	1.6	-0.5	100.9	-1.0	95.0	5.6	9.1	-2.3	-5.3	-10.5
CCOc1cc2[nH]c(=S)n(Cc3ccc(C(=O)NCC(OC)OC)cc3)c(=O)c2cc1OCC	-2.9	-1.1	104.5	-35.5	89.7	17.5	8.2	-3.4	-1.1	-3.0

Records listed so far marked active in E-sel TNF inh.
SMILES	NPY Y2 blocker	Phagocyt inh	BB579 growth dn	Measles CPE	GALR2 blocker	E-sel TNF inh	Yeast lifespan up
COc1ccc2cc(CCNC(=O)C(C)C)c(=O)[nH]c2c1	2.8	-0.3	-41.5	5.0	0.9	96.1*	-9.1

Limited to PTEN del growth and Measles CPE (3 entries from above):
SMILES	PTEN del growth	Measles CPE
CCC(C)NC(=O)CSc1ncccc1C(=O)O (configuration not stated)	100.5	2.9
COCc1nnc(NC(=O)CC(C)c2ccccc2)s1 (configuration not stated)	96.8	10.2
CC(C)N(C(=O)C1CC(=O)OC12CCCCC2)C(C)C (configuration not stated)	87.0	5.6

Carrying on:
SMILES	NPY Y2 blocker	Phagocyt inh	PTEN del growth	BB579 growth dn	HCT116 bCat-KO	Measles CPE	GALR2 blocker	E-sel TNF inh	MRP1 act	Yeast lifespan up
Nc1nnc(SCC(=O)OCc2ccc(Cl)c(Cl)c2)s1	3.0	-7.8	100.9	-19.1	94.1	8.0	2.8	/	0.1	-3.6
Cc1ccccc1OCCNC(=O)CSc1ccc(C(F)(F)F)cc1[N+](=O)[O-]	4.7	-1.1	98.7	-40.4	97.5	11.8	2.3	/	-1.9	3.0
CCCOc1ccc2oc(=O)c3c(c2c1)CCCN3C(=O)CN1CCN(C(=O)c2ccco2)CC1	0.1	/	77.4	-3.0	83.6	4.2	4.8	-8.0	-3.9	0.6
O=C(CNS(=O)(=O)c1cccc(Cl)c1)Nc1ccc(-c2nc3ccccc3s2)cc1	-1.7	-11.1	85.5	-17.0	85.2	/	-6.7	/	0.9	-3.1
COCCn1c(SCC(=O)Nc2cccc(OC)c2)nnc1-c1ccccc1	-1.7	-0.5	99.0	-19.0	104.0	14.4	6.7	-27.9	-1.6	14.5
O=C(O)CSc1nnc(Cc2ccccc2)n1-c1ccccc1	3.8	-2.0	98.7	-31.9	95.9	9.8	-9.4	1.8	0.2	5.3
CCCCC(c1nnnn1CCOC)N1CCN(CC)CC1 (configuration not stated)	5.8	/	95.3	-10.3	90.2	11.8	-8.7	8.7	-3.0	/
O=c1cc(-c2ccccc2)[nH]c2cc(F)ccc12	2.2	/	16.9	-42.8	11.3	1.3	4.3	/	-3.6	2.7
COc1ccc(OC)c(-n2c(-c3cc(-c4ccccc4)n[nH]3)n[nH]c2=S)c1	1.5	-5.2	89.3	-26.0	96.0	3.4	-7.0	/	-3.2	1.1
O=C(Nc1cccn(Cc2ccccc2)c1=O)NC1CCCCC1	1.7	/	87.4	-32.4	88.3	19.0	4.2	-22.8	-2.5	-3.7
Cc1cnn(C(=O)c2cc(-c3ccccc3)nc3ccccc23)c1	3.7	0.6	101.2	-13.5	97.9	7.3	-12.3	-15.0	-0.3	-19.8
COc1cccc(C(=O)Nc2ccc(NC(C)=O)cn2)c1	2.2	/	98.9	-40.1	97.1	4.0	-9.5	-2.6	0.9	-7.2
CCCOc1ccc(-c2nnn(CC(=O)c3ccc4c(c3)OCCO4)n2)cc1	8.8	1.7	80.7	-16.2	69.9	4.7	0.3	20.6	4.4	-8.7
N#Cc1ccc(C(c2nnnn2Cc2ccccc2)N2CCCC2)cc1 (configuration not stated)	6.1	3.5	100.1	-75.1	86.0	3.2	6.4	-3.8	-1.0	0.0
COC(=O)c1c(N)n(CCCN2CCOCC2)c2nc3ccccc3nc12	-0.2	/	81.5	-10.3	76.2	7.3	7.4	-25.6	-3.3	-26.3
O=C1c2ccccc2NC(c2ccc(Cl)cc2Cl)N1Cc1ccccc1 (configuration not stated)	27.7*	0.4	44.6	-61.6	51.3	14.5	5.1	-2.6	-1.2	1.0
Cc1ccc(CSc2nnc([C@@H]3CCCN3)o2)cc1	2.0	-3.2	101.3	-13.4	107.5	18.7	12.7	-9.8	-0.5	3.7
Nc1nncn1C(=O)c1c(Cl)cccc1Cl	3.4	-1.2	96.4	-49.1	98.5	18.3	5.1	19.8	-0.4	-0.8
O=C(Nc1cccc2ccccc12)N1CCN(Cc2ccccc2)CC1	1.5	0.9	60.2	-49.8	57.0	18.7	6.8	5.5	-0.7	3.3
CCn1nc(CC(=O)Nc2nnc(CC(=O)N3CCCCC3)s2)c2ccccc2c1=O	6.7	0.0	102.2	-6.8	99.1	50.1	1.3	15.1	-1.7	-15.2
Cc1nc(C)c(C(=O)NNS(=O)(=O)c2ccccc2)s1	1.2	-9.8	104.4	-44.6	93.4	45.4	-9.8	/	5.2*	2.1
C=CCSc1ncccc1C(=O)NCc1ccccc1	-0.7	-2.8	92.3	-8.9	91.9	79.8*	10.5	10.4	-0.2	-4.4
CC(C)(O)c1cc(=O)sc2nc3ccccc3n12	-3.7	/	85.2	-8.5	88.3	9.0	-2.5	-3.1	-0.7	-8.9
Cc1cc2cc3c(cc2nc1SCC(=O)Nc1nc(C)c(C)s1)OCO3	5.7	-0.1	83.5	-16.4	82.8	6.5	4.0	25.6	-1.6	-3.1
COc1ccc2c(CC(=O)OCC(=O)Nc3ccc4c(c3)OCO4)coc2c1	7.1	-1.7	88.6	-35.3	90.2	4.9	17.2	-24.3	-1.9	-14.1
Cc1ccc(-n2c(SCC(=O)NCC3CCCO3)nc3n[nH]c(C)c3c2=N)cc1Cl (configuration not stated)	-1.4	-1.3	66.1	-87.7	60.2	11.4	0.9	-23.3	-1.9	-6.8
CCC1/C(=N\O)CC(c2ccco2)NC1c1ccco1 (configuration not stated)	7.6	/	89.0	2.6	87.5	11.9	2.6	30.9	-3.3	1.1
O=[N+]([O-])c1cccc(C(=S)N2CCN(c3ccccc3)CC2)c1	1.1	-0.1	79.1	-43.1	83.8	11.3	7.2	/	-0.1	-3.6
CCN(CC)Cc1cc(NC2=NS(=O)(=O)c3ccccc32)ccc1OC(=O)C(C)C	2.8	/	97.8	-34.0	96.5	5.5	3.0	31.4	-2.9	-2.7
Brc1ccc(-c2nc3ncccn3c2NC2CCCCC2)o1	10.9	-0.5	73.9	-30.7	83.2	7.2	-2.6	/	-5.6	-5.4
COc1ccc2c(c1OC)C(=O)N(c1nccs1)C2	-1.2	0.0	99.3	0.6	80.7	13.4	1.7	-24.1	-1.8	-28.1
CC(=O)Nc1c(C(=O)C2CC2)oc2ccccc12	6.3	-0.1	91.0	-25.2	102.0	3.4	-4.8	-6.3	-1.4	-19.7
CCNc1nc(Cl)nc(NCCOc2ccc(C)cc2)n1	0.5	2.4	84.4	-36.4	84.8	16.9	9.1	/	-0.3	-4.5
CCC(SC1=NCCS1)C(=O)Nc1ccc(S(N)(=O)=O)cc1 (configuration not stated)	-2.5	-2.0	99.0	-32.5	93.6	17.5	4.2	/	-0.8	-1.5
COC(=O)c1c(NC(=O)CSc2nnc(-c3ccco3)n2Cc2ccccc2)sc(C)c1C	11.4	0.1	79.9	-73.5	84.8	5.9	-8.5	-30.4	-0.9	-10.6
O=[N+]([O-])c1cc(/C=N/OCc2c(Cl)cccc2Cl)ccc1N1CCOCC1	2.2	-0.5	93.7	-68.8	95.8	6.8	-12.6	/	1.2	-6.4
CCc1ccc(N2CC(C(=O)Nc3ccccc3F)CC2=O)cc1 (configuration not stated)	3.1	0.4	100.4	13.5	99.2	1.2	0.3	/	-1.0	-13.1
O=C(NC(=S)Nc1ccc(N2CCCC2)cc1)c1ccccc1[N+](=O)[O-]	-2.8	-4.4	92.7	-51.8	98.0	9.5	0.9	/	-1.1	12.6
CNC(=O)C1CC(=O)N(Cc2ccc3c(c2)OCO3)C(=Nc2ccc(F)cc2)S1 (configuration not stated)	1.0	-0.6	98.2	-54.7	93.1	5.6	10.0	-2.5	-2.8	-3.7
Cc1ccc(CNC(=O)COC(=O)Cc2ccc(-c3ccccc3)cc2)cc1	7.9	0.7	87.0	-31.6	90.7	2.1	-10.1	2.0	-2.9	2.2
Nc1ccc(-c2nc3ccc(C(=O)O)cc3s2)cc1	-1.7	-7.1	90.0	-12.5	74.6	15.9	-11.1	/	-2.9	-2.6

Random draw from the library; 6.1% or so of the library scored in one or more.
